# Vif imaging: HIV Vif inhibition; HEK293T cells, Vif self-association by quenched fluorescence, imaging, 24 h; inhibition, % at 7.49 µM; actives 0.35% (n = 340,000); AID 602346; in the data active = inhibition above about 50%, passing the limit was not always enough; also: some results filed as inactive read as strong as hits
# NR2E3 ag-1: activates human NR2E3 receptor | Q9Y5X4 | CHO-S Gal4-NCOR/VP16-NR2E3 two-hybrid, luciferase | inhibition of corepressor binding, % at 3.98 µM | actives 0.35% (n = 360,000) | AID 602229;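 active = inhibition above the mean of all tested compounds plus 3 SD, cut at about 70% in these data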;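 also: 0% = DMSO with NR2E3 transfected cells and 100% = cells lacking NR2E3 construct; higher means lower luciferase signal from less NR2E3 corepressor binding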
# Target sequence (Q9Y5X4 whole entry, looked up, the tested form may be a part): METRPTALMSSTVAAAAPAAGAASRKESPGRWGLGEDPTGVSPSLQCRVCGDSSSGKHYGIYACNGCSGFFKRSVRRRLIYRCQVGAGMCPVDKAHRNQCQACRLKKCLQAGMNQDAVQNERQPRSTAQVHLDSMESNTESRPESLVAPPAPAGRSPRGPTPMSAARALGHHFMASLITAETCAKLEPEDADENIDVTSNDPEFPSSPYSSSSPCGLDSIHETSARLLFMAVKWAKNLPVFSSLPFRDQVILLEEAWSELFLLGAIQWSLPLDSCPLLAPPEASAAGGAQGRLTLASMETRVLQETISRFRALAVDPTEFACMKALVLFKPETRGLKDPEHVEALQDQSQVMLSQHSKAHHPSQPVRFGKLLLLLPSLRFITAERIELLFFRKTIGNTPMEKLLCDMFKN
# HIF-2a inh: blocks HIF-2a reporter activity | inhibition, % at 18.8 µM | AID 624352 | actives 0.72% (n = 360,000) | 786-0 RCC cells HIF-2a reporter, luciferase luminescence, overnight;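 active = inhibition of the luminescence signal of 40% or more relative to plate controls, in a single-dose primary screen at 18.75 µM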
# PDI inh: inhibitors of human protein disulfide isomerase; P07237; PDI insulin aggregation turbidity, A650, 90 min; inhibition, % at 10 µM; actives 0.052% (n = 350,000); AID 588391;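 active = mean inhibition across replicates of 30% or more, whatever share of single replicates reach that level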;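 also: absorbance from insulin aggregation driven by PDI reduction with DTT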
# Target sequence (P07237 whole entry, looked up): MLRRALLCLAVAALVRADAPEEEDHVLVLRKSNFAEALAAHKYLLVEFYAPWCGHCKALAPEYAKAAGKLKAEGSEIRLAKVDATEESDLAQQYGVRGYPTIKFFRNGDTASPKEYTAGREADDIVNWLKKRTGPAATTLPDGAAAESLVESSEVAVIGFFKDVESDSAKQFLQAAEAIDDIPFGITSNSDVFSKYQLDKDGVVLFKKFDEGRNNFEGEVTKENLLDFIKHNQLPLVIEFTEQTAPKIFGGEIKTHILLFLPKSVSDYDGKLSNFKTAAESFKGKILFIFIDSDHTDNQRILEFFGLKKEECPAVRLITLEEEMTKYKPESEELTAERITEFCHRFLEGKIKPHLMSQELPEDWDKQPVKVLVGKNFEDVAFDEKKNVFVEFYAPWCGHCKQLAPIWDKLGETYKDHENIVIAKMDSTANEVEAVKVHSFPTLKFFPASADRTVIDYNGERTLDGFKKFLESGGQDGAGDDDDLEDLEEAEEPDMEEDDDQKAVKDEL
# CaV13 FRET inh: Primary screen for inhibitors of IQ motif and Ca2+-dependent inactivation inhibitor domain binding in CACNA1D, Förster resonance energy transfer in living cells, …. actives 0.098% (n = 340,000). HEK cells, CFP/YFP FRET ICDI-IQ, plate reader, 10 min; percent FRET-ratio fall versus neutral wells. AID 743397. inhibition, % at 12.3 µM;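 active = mean replicate inhibition of at least 30% and at least 1% of replicates passing that level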;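 also: 0% = median of the neutral control wells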
# Peg3 promoter: inhibitors of Peg3 promoter; actives 1.7% (n = 360,000); inhibition, % at 20 µM; AID 588405; HeLa PEG-Prom luciferase reporter, luminescence, overnight;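 active = inhibition of at least 50% at 20 µM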
# KKLEB tox: CF airway cell cytotoxicity counter-screen; KKLEB CF airway cells viability, ATPlite luminescence, overnight; active compounds read low; cells stimulated with P. aeruginosa culture filtrate; actives 0.36% (n = 360,000); activity change (cytotoxicity), % at 5 µM;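 active = corrected activity change at or below -50% at 5 µM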
# NR2E3 ag-2: agonists of human nuclear receptor NR2E3 | inhibition of corepressor binding, % at 4.78 µM | GST-NR2E3/biotin-RetCOR TR-FRET, 1536-well | Q9Y5X4 | actives 0.12% (n = 320,000) | AID 2300;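 active = percent inhibition above the cutoff of mean plus 3 SD of all tested compounds, set per screening campaign, cut at about 20% in these data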;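 also: 0% = DMSO wells and 100% = biotin wells as full block of FRET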
#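 Assay system: NR2E3–RetCOR corepressor complex. Quantity: 1.35 nM GST-NR2E3. Buffer or medium: pH 7.5 Tris-based buffer. Reagent: biotinylated RetCOR corepressor at 7 nM final. Schedule: 5 h at 4 °C. Detection: TR-FRET, emission read at 617 and 671 nm. Replicates: one well per compound, singlicate testing.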
# MITF TRPM1 inh: reduces MITF-dependent TRPM1 promoter luciferase signal; SK-MEL-5 TRPM1 promoter luciferase, 24 h; inhibition, % at 12.5 µM; actives 0.83% (n = 330,000);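 active = mean inhibition across replicates of 60% or more, whatever share of single replicates reaches that level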; also: values of inactives mirror those of a sister screen read the other way
# Shn3 inh set2: reduces Shn3 3'UTR luciferase signal in osteoblasts; AID 588674; Clone20 osteoblast Shn3 3'UTR firefly luciferase, 24 h; inhibition, % at 12.5 µM; actives 0.52% (n = 360,000);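 active = mean inhibition of at least 75% with every replicate also reaching 75%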;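 also: 0% = median of neutral control wells and 100% = pilot-screen positive control compound; some compounds past the cut are filed as inactive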
# CF NFkB block: inhibitors of cystic fibrosis induced NF-kB; KKLEB NF-kB-GFP reporter, PAF-induced, GFP fluorescence overnight; inhibition, % at 5 µM; actives 0.86% (n = 360,000); AID 588850;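 active = at least 50% inhibition at 5 µM, scaled per plate between neutral and stimulator controls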;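 also: PAF is a Pseudomonas aeruginosa culture filtrate used as stimulus; plate controls were PAF-stimulated DMSO wells for no effect and unstimulated DMSO wells for full effect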
# * = called active by the depositor; nt = no result given.
SMILES,Vif imaging,NR2E3 ag-1,HIF-2a inh,PDI inh,CaV13 FRET inh,Peg3 promoter,KKLEB tox,NR2E3 ag-2,MITF TRPM1 inh,Shn3 inh set2,CF NFkB block
CC[C@]1(C(=O)OC)[C@H]2C(=O)N(C)C(=O)[C@H]2[C@H]2CN(C)C(=NC)N21,-4,8,8,-1,-5,-10,-16,nt,-5,8,13
CCOc1ccc(CC(=O)NNC(=O)NC2CCCCC2)cc1,-5,-21,7,-5,2,7,4,2,8,9,3
CCCCn1cnc2c(Sc3c([N+](=O)[O-])ncn3C)nc(N)nc21,10,-14,8,-4,-10,20,-4,nt,4,-4,32
CCCN(CCC)C1=CC(=[N+]2CCCC2)CC(C)(C)C1,5,7,10,8,-2,-4,3,-4,73*,72,10
Cn1c2ccccc2c2c(=O)oc3ccccc3c21,0,-28,-157,-14,-6,-54,4,nt,-28,-35,-205
COc1ccc(OC)c(NC(=O)C2(C)CCN2CCOc2ccccc2)c1 (stereo not drawn),nt,21,4,1,-5,9,-1,nt,nt,21,4
CCC(=O)c1cc(F)c(N2CCN(S(=O)(=O)c3ccccc3)CC2)cc1C,-4,0,-10,0,-8,23,4,0,-2,25,-2
NC(=S)Nc1ncc(C(F)(F)F)cc1Cl,-2,-22,-20,1,-5,-21,-1,2,-2,9,-8
CSCCC(NC(N)=O)C(=O)NCC1CCCCC1 (stereo not drawn),10,-19,-1,-3,-7,9,8,1,-12,-26,0
CCOC(=O)C1CCCN(C(=O)CSc2ccc(NC(C)=O)cc2)C1 (stereo not drawn),17,-2,6,6,-2,12,-10,-1,14,-9,5
COc1cc(/C=C/C(=O)OCC(=O)N2CCN(S(=O)(=O)c3ccc(C)cc3C)CC2)ccc1OC(F)F,14,-2,9,5,-6,-12,0,nt,1,4,16
C#CC(CO)N(CCN(Cc1ccccc1)C(C#C)CO)Cc1ccccc1 (stereo not drawn),-8,-28,23,3,0,24,1,1,1,1,5
COCC(C)n1c(SCc2ccc(C(=O)OC)o2)nc2ccccc2c1=O (stereo not drawn),-5,5,14,2,-9,12,7,0,6,17,8
CCOC(=O)C1(Cc2ccc(OC)cc2)CCN(C(=O)Cn2cnnn2)CC1,-1,11,-28,7,-3,-27,4,-3,-31,-16,-1
O=C(Nc1cc(Cl)ccc1-n1cncn1)c1cccc(S(=O)(=O)N2CCOCC2)c1,2,13,9,3,-7,6,2,3,0,10,-44
CON(c1nc(Cl)nc(N(C)C)n1)S(=O)(=O)c1ccc(C)cc1,nt,-20,23,-3,-20,25,-10,-4,-1,3,33
CCN1C(=O)[C@@H]2[C@@H](c3ccc(SC4CCCCC4)c(OC)c3)N3CCC[C@@]3(C(=O)OC)[C@@H]2C1=O,5,-4,11,-41,-10,-4,3,5,0,3,8
Nc1nc(Cl)cc(N2CCOCC2)n1,-1,-22,8,-8,-1,2,-7,2,1,-14,10
COc1ccc([N+](=O)[O-])cc1NC(=O)Cc1ccc(C)cc1,12,-14,22,-2,-20,7,9,1,2,7,-6
C/C(=N\NC(=S)NCc1ccccc1)c1ccc(C#N)cc1,-5,-17,12,9,-4,18,14,0,-5,10,-8
Cc1cccc(CC(=O)NC2CCCCCC2)c1,0,-29,-75,7,-4,-12,-5,1,-25,-48,5
O=C1/C(=C/c2cccs2)COc2ccccc21,-1,1,-99,0,-5,-38,-12,-1,-22,-19,-21
CCOC(=O)c1c(S(=O)(=O)NCC(=O)Nc2cccc(C)c2C)c(C)n(C)c1C,-1,10,8,-1,-15,-1,6,0,1,-3,4
C=CCN1C(=O)C(CC(=O)NCC)SC1=Nc1ccccc1CC (stereo not drawn),12,19,11,4,-4,10,-8,3,11,-10,6

# Random excerpt: 2 compounds from above, in no set order.
SMILES,Vif imaging,NR2E3 ag-1,HIF-2a inh,PDI inh,CaV13 FRET inh,Peg3 promoter,KKLEB tox,NR2E3 ag-2,MITF TRPM1 inh,Shn3 inh set2,CF NFkB block
COc1ccc([N+](=O)[O-])cc1NC(=O)Cc1ccc(C)cc1,12,-14,22,-2,-20,7,9,1,2,7,-6
C/C(=N\NC(=S)NCc1ccccc1)c1ccc(C#N)cc1,-5,-17,12,9,-4,18,14,0,-5,10,-8

# (list continues)
SMILES,Vif imaging,NR2E3 ag-1,HIF-2a inh,PDI inh,CaV13 FRET inh,Peg3 promoter,KKLEB tox,NR2E3 ag-2,MITF TRPM1 inh,Shn3 inh set2,CF NFkB block
COc1ccc(O)c(C(=O)c2cnc3c(c2)CN(C)C(=O)N3)c1,2,-31,-10,-2,-2,18,-12,0,4,8,15
N#Cc1ccc(OCc2noc(-c3ccsc3)n2)cc1,0,-29,-69,-9,-5,-68,11,0,-32,-14,-10
O=C(NNC1CC(=O)N(c2cccc(Cl)c2)C1=O)c1cccs1 (stereo not drawn),53*,8,10,-6,-5,10,-8,4,3,4,3
Cc1ccc2c(c1)C=CC(C#N)N2C(=O)Oc1ccccc1 (stereo not drawn),-4,6,-39,-7,-6,-34,-13,nt,nt,29,18
CCc1cc(=O)oc2cc(O[C@@H]3O[C@H](CO)[C@@H](O)[C@H](O)[C@H]3O)c(Cl)cc12,-7,-26,13,-3,-1,-6,2,1,-40,-1,31
C#CC[N+](C)(C)CCCCCCCCC,-3,-21,17,3,-3,37,-2,1,12,20,14
CCOC(=O)c1ccccc1NC(=O)COC,-1,-14,3,4,-5,7,7,-2,7,1,4
CCOc1ccc(NC(=O)C2CC(=O)N(CC)C(=Nc3ccc4c(c3)OCO4)S2)cc1 (stereo not drawn),nt,-7,-5,4,-10,20,12,3,-2,26,-10
Cc1ccc(Nc2nc(N)nc(CSc3nccn3C)n2)c(C)c1,0,-65,-143,-6,-7,-133,-3,2,-58,-2,0
CN1OC[C@@H]2CN(Cc3ccccc3)[C@H](c3cccc(-c4ccccc4)c3)C[C@@H]21,nt,-11,12,-3,-6,18,-8,nt,nt,7,-1
COc1ccc(-c2nnc(SCC(=O)NC3CC3)o2)cc1,-2,-43,-121,2,-3,-71,0,1,-22,-27,3
O=C(O)/C=C/C(=O)Nc1ccc(-n2ccc(C(F)(F)F)n2)cc1,7,4,8,-8,2,6,-11,-1,-12,3,5
CCCCn1c(N)c(N(CC)C(=O)c2ccc(-c3ccc(Cl)cc3)o2)c(=O)[nH]c1=O,10,6,-17,-9,-3,-11,3,0,-8,-2,-3
O=C(NC1CCCC1)c1ccc(CS(=O)(=O)c2ccc(Cl)cc2)o1,13,6,9,7,-16,20,-8,-6,21,5,13
O=C(Nc1ccc([N+](=O)[O-])c(NC(=O)c2cccnc2)c1)c1cccnc1,-1,3,13,-2,-5,9,-10,2,8,4,-1
O=[N+]([O-])c1cc(Cl)cc(/C=N/NC(=S)Nc2ccc(S(=O)(=O)N3CCOCC3)cc2)c1O,nt,5,10,-3,-5,10,17,3,3,-11,1
COc1ccc(/C=N/NC(=O)c2cccc(OC(F)(F)C(F)F)c2)cc1O,-4,-14,-7,-2,-20,0,1,-1,4,-1,7
Cc1ccc(S(=O)(=O)Nc2ccc3c(c2)CCC3)cc1C,-18,-5,7,3,-3,-3,-4,0,8,12,16
COC(=O)c1ccc(NS(=O)(=O)c2ccc(-c3cc(C)no3)s2)cc1,-4,28,9,-9,0,6,0,0,-4,-18,-18
COc1cccc(OCCn2cc(C=O)c3ccccc32)c1,-6,-39,-18,-4,-5,7,-2,3,4,46,-10
Cn1cccc1CNC(=S)Nc1ccccc1Cl,-8,-27,1,9,-3,12,2,-2,-3,-11,-1
Cc1ccccc1OCCC(=O)OCC(=O)NC1CCCCC1,0,-8,15,-3,-2,5,-17,0,3,-10,11
Cc1cc(C(=O)Cn2nc(C(=O)O)c3ccccc3c2=O)c(C)n1C1CC1,-2,17,-56,1,1,-92,-12,0,-62,-55,7
COc1ccc(C(O)P(=O)(OCC(C)C)c2ccc(N(C)C)cc2)c(OC)c1 (stereo not drawn),2,-2,19,4,-3,8,-2,-1,1,17,-2
Fc1ccc(CSc2nncn2NC/C=C/c2ccccc2)cc1,-9,15,15,6,-6,13,0,2,5,-9,13

# Record cards, as listed above:
# `CON(c1nc(Cl)nc(N(C)C)n1)S(=O)(=O)c1ccc(C)cc1` across the screens: Vif imaging: nt; NR2E3 ag-1: -20; HIF-2a inh: 23; PDI inh: -3; CaV13 FRET inh: -20; Peg3 promoter: 25; KKLEB tox: -10; NR2E3 ag-2: -4; MITF TRPM1 inh: -1; Shn3 inh set2: 3; CF NFkB block: 33
# `O=C(NC1CCCC1)c1ccc(CS(=O)(=O)c2ccc(Cl)cc2)o1` across the screens: Vif imaging: 13; NR2E3 ag-1: 6; HIF-2a inh: 9; PDI inh: 7; CaV13 FRET inh: -16; Peg3 promoter: 20; KKLEB tox: -8; NR2E3 ag-2: -6; MITF TRPM1 inh: 21; Shn3 inh set2: 5; CF NFkB block: 13

# Looked up above:
# Under CF NFkB block, Fc1ccc(CSc2nncn2NC/C=C/c2ccccc2)cc1 is entered as 13
# Under NR2E3 ag-1, COC(=O)c1ccc(NS(=O)(=O)c2ccc(-c3cc(C)no3)s2)cc1 is entered as 28
# Under Shn3 inh set2, Cn1cccc1CNC(=S)Nc1ccccc1Cl is entered as -11
